Bioassay records: PubChem, National Center for Advancing Translational Sciences (NCATS)
GLP-1R agonist – GLP-1 receptor (human) agonism; 380,000 tested, 0.007% active; P43220; Potency, µM (top dose mostly 45.6 µM), for inactives: at the highest dose activation, actives largely listed as activators; HEK293 GLP-1R CRE-luciferase, luminescence, 4-6 h; cells express a hypersensitive GLP-1R form; AID 624172; also: % of control where 0% means no effect
Target sequence (P43220 whole entry, looked up): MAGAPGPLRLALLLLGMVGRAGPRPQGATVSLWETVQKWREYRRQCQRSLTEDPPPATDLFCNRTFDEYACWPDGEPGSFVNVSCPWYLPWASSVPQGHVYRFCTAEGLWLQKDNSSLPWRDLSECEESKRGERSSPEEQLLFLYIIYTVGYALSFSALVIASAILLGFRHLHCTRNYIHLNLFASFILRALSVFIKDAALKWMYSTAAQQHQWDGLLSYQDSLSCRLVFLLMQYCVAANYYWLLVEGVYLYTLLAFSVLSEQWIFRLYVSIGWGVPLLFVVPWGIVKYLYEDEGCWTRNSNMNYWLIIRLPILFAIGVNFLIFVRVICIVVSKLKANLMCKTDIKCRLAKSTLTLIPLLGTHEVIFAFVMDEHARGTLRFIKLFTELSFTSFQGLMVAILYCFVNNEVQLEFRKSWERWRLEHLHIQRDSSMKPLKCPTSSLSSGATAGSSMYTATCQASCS
GLP1R inv ag – inverse agonists of human GLP-1 receptor; HEK293 GLP-1R CRE-luciferase, luminescence, 24 h; GLP-1R form is constitutively active; 410,000 tested, 1.6% active; Potency, µM (series often up to 38.3 µM), for inactives: at the highest dose activity change, negative = inhibition, usual class: inhibitors; P43220; also: % is scaled to controls: 0 for no effect and ±100 for the full control effect; nearly all actives have a fitted effect of over 55% in size
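Readout was luciferase luminescence, measured 12 min after detection reagent at room temperature. Beforehand, GLP-1R reporter HEK293 cells had sat 12 h, then received compounds for 24 hr at 37 deg C.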
HEK293 tox – cytotoxicity in counter-screen for GLP-1R inverse agonists. HEK293 cAMP-luciferase reporter cells, luminescence, 24 h. Potency, µM (highest dose often 38.3 µM), inactives show top-dose activity change, negative = inhibition, most hits filed as inhibitors. 410,000 tested, 0.13% active;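 also: loss of luciferase light is scored as toxicity; % is scaled to controls: 0 for no effect and ±100 for the full control effect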
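Quantitative HTS format, 1536 wells, 200 cells/uL seeded. Compounds: 23 nL, 24 h, 37 °C. Detection: luciferase reagent, luminescence at 12 min RT; decreased signal taken as cytotoxic.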
HT1080NT lethal – kills 2HG-producing HT-1080-NT fibrosarcoma cells; 360,000 tested, 1.6% active; HT-1080-NT fibrosarcoma viability, CellTiter-Glo ATP luminescence, 48 h; Potency, µM (top dose mostly 46.1 µM), for the others: top-dose activity, negative = less viability, usual class: cytotoxic;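 also: NT is the 2HG producing partner of a matched IDH1 knockdown line; 0% = DMSO-treated cells and -100% = media-only wells without cells; nearly all actives have a fitted effect of over 55% in size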
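Compounds were tested in concentration-response format on HT-1080-NT cells for 48 hours at 37 degrees C. Cell viability came from CellTiter-Glo luminescence; curves were classified by r2, response magnitude and activity.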
SW480 rerep – induces DNA re-replication in SW480 colon adenocarcinoma cells; Potency, µM (top dose mostly 46.1 µM), for the others: at the top dose re-replication activation, actives largely listed as activators; SW480 DNA re-replication, Hoechst DNA content imaging, 48 h; 340,000 tested, 1.8% active; also: % of control where 0% means no effect; nearly all actives have a fitted effect of over 55% in size
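Quantitative HTS format with DMSO vehicle controls; 48 hr drug incubation at 37 C, then 40 min Hoechst staining and scanning imager measurement at 405 nm excitation.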
KB-V1 cytotox – KB-V1 MDR subline cytotoxicity; KB-V1 MDR cells viability, CellTiter-Glo, 72 h; Potency, µM (titrated, usually from 46.1 µM), for the others: at the highest dose activity change, negative = cytotoxicity, actives largely listed as cytotoxic; 400,000 tested, 3.4% active; AID 1347076; also: % is scaled to controls: 0 for no effect and ±100 for the full control effect; nearly all actives have a fitted effect of over 60% in size
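Following 72 h at 37 degrees C with compound, KB-V1 cell viability was read by CellTiter-Glo luminescence, medium being phenol-red-free DMEM plus 10% FBS; concentration-response parameters came from normalized, curve-fitted qHTS data.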
TDP43 rescue – TDP-43 toxicity inhibition in yeast; AID 652104; Potency, µM (doses to about 46.1 µM), without a hit: at the highest dose growth rescue (activation), actives largely listed as activators; 410,000 tested, 1.8% active; TDP-43 expressing yeast growth rescue, BacTiter-Glo, 24 h; also: % of control where 0% means no effect; nearly all actives have a fitted effect of over 50% in size
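Luminescence from BacTiter-Glo reports growth of TDP-43-expressing yeast after 24 hr at 30 deg C with compound. Cells were raffinose-pregrown to mid-log, then seeded in galactose medium at OD600=0.02.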
HT1080 IDH1KD tx – kills HT-1080 cells with IDH1 knockdown | 360,000 tested, 2% active | AID 686971 | HT-1080 IDH1 knockdown viability, ATP luminescence, 48 h | Potency, µM (highest dose often 46.1 µM), inactives show top-dose activity, negative = toxicity, usual class: cytotoxic;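 also: 0% = DMSO wells and -100% = cell-free medium wells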
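Using the IDH1-knockdown HT-1080 line run in the same batch and compound series as the NT line, viability after 48 h at 37 °C was determined by CellTiter-Glo luminescence and expressed as % activity.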
KB-3-1 tox – kills parental KB-3-1 adenocarcinoma cells; 400,000 tested, 1.4% active; KB-3-1 viability, CellTiter-Glo ATP luminescence, 72 h; AID 1347075; Potency, µM (doses to about 46.1 µM), without a hit: top-dose activity change, negative = cytotoxic, most hits filed as cytotoxic; also: % is scaled to controls: 0 for no effect and ±100 for the full control effect; nearly all actives have a fitted effect of over 60% in size
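Screening of KB-3-1 cells (DMEM, 10% FBS, phenol-red free) ran from lowest to highest compound concentration; after 72 h at 37 °C viability was read luminescently and curves fitted.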
An asterisk follows results filed as active; u = inconclusive; x = not tested or not shown; & = joins results of further samples; [ ] = dose if it differs, or a comment. Calls follow the shape of the dose curve; as a rule, active = well fitted curve in the direction sought with a large enough effect; inconclusive = small, poorly fitted or top-dose-only effect, or another doubt; inactive = no such curve, though single readings can be large; an effect the other way counts as inactive or inconclusive. Potency is read from the fitted curve at half-maximal effect.

Below each compound – GLP-1R agonist	GLP1R inv ag	HEK293 tox	HT1080NT lethal	SW480 rerep	KB-V1 cytotox	TDP43 rescue	HT1080 IDH1KD tx	KB-3-1 tox
> CCOC(=O)N1CCN(C(=O)c2oc(=O)c3ccccc3c2-c2ccc(C)cc2)CC1
 : 16%	u	-15%	-3%	-6%	4%	5%	-4%	-2%
> c1ccc(-n2c(-c3cccs3)nc3nc4ccccc4nc32)cc1
 : 1%	-2%	55%[activator]	-3%	u	-31%	4%	0%	-16%
> COc1ccc(C(=O)CSc2nc(C)cc(C)n2)cc1C
 : 16%	-7%	0%	5%	-4%	0%	25%	-1%	1%
> CC1CCCCN1C(=O)CCc1nnc(Cc2c[nH]c3ccccc23)o1 (stereo not given)
 : -2%	-3%	-1%	4%	1%	9%	8%	3%	u
> CCOC(=O)C1=CN(Cc2cccc(Br)c2)S(=O)(=O)N(C)C1C (stereo not given)
 : 26%	u	0%	-1%	17%	-1%	0%	-10%	0%
> Cc1cc(C(=O)NCc2ccccc2)c(=O)[nH]c1C
 : -8%	5%	-36%	0%	-23%	1%	-4%	0%	10%
> O=C(NCc1ccc2c(c1)OCO2)c1cc(-c2ccc(Cl)cc2Cl)on1
 : -8%	18%	-1%	6%	-4%	17%	12%	13%	18%
> Cc1ccc(-n2c(SCC(=O)NCCN3C(=O)CSC3=O)nnc2-c2ccccc2)cc1
 : 0%	-18%	3%	-2%	4%	u	17%	-3%	-7%
> CCCCC1(C(=O)OC)NC(c2ccc(O)cc2)C2C(=O)N(c3ccccc3)C(=O)C21 (stereo not given)
 : -2%	4%	19%	19%	1%	-4%	-1%	23%	1%
> CN(CC(=O)Nc1ccncc1)S(=O)(=O)c1ccc(Cl)cc1
 : 2%	-3%	4%	1%	-7%	-3%	-12%	2%	2%
> O=C(COc1ccc([N+](=O)[O-])cc1)Nc1ccc(N2CCCC2)cc1
 : -7%	15%	0%	-1%	6%	6%	-8%	15%	-2%
> CN1CCN(C(=O)c2ccc(Cl)c(S(=O)(=O)N3CCCCC3)c2)CC1
 : 10%	30%	14%	0%	4%	15µM*	-17%	-13%	-14%
> COc1ccc(NC(=O)CSc2nnc(-c3cnccn3)n2C)cc1OC
 : 0%	18%	-7%	14%	-2%	0%	1%	2%	0%
> Cc1ccc(-n2c(=O)c3c(cnn3C)n(CC(=O)Nc3c(C)cccc3C)c2=O)cc1
 : x	-1%	2%	x	x	5%	7%	x	2%
> Cc1ccc(OCC(=O)N2CCc3ccccc3C2)c(Br)c1
 : 22%	u	2%	15%	21%	-2%	9%	0%	7%
> CCOc1c2c(nc3ccc(Cl)cc13)CCC2
 : 12%	0%	12%	0%[9.24 µM]	-2%	u	-11%	-5%	-6%
> CCOC(=O)[C@]12CCCC=C1N(Cc1ccc(Cl)cc1Cl)C(=O)[C@H](CC(=O)N1CCN(C(=O)C3CC3)CC1)C2
 : -2%	-24%	6%	-1%	x	u	0%	4%	4%
> COc1ccc(CNC(=O)COC(=O)c2ccco2)cc1
 : 0%	1%	12%	21%	0%	-7%	13%	16%	12%
> CC(C)NC(=O)c1onc(CSc2cccc(Cl)c2)c1C(=O)O
 : -2%	u	3%	-4%	-12%	18%	14%	-15%	-1%
> CC(=O)c1ccc(OCC(=O)OC(C)C(=O)NC2CCCCC2)cc1 (stereo not given)
 : -6%	6%	-14%	14%	-6%	10%	16%	18%	3%
> CCc1cc2c(cc3c(=O)n(CC(=O)N4CCN(c5ccccn5)CC4)nc(CC)n32)s1
 : 1%	-3%	-32%	12%	3%	-3%	-4%	-3%	-4%
> COC(=O)c1sc2nc(C)cc(C)c2c1N
 : 7%	85%[activator]	30%[activator]	3%	2%	-5%	17%[9.22 µM]	0%	-2%
> O=C(CC1Nc2cccc3cccc(c23)NC1=O)Nc1ccc(F)cc1 (stereo not given)
 : -3%	u	-5%&7%	7%	0%	-5%&-4%	1%&-3%	7%	11%&-3%
> CCOc1ccccc1-n1c(SCC(=O)N(C(C)C)C(C)C)nnc1-c1cccnc1
 : 4%	-10%	32%[activator]	-3%	9%	0%	2%	2%	-5%
> C[C@@H]1CN([C@@H](C)CO)C(=O)CCCn2nncc2CO[C@@H]1CN(C)C(=O)c1ccc(N2CCN(C)CC2)cc1
 : 14%	0%	1%	-4%	x	u	3%	5%	0%
> COc1cccc(NC(=O)CSc2nccn(-c3ccc4c(c3)OCCO4)c2=O)c1
 : -1%	-21%	1%	-1%	-4%	-3%	u	-1%	-15%
> C=CCNC(=O)CCNS(=O)(=O)c1ccc(Br)cc1
 : -13%	-3%	10%	2%	0%	-28%	-11%	-2%	-1%
> COc1ccc(CC(=O)Nc2ccc(-c3noc(-c4cc(OC)c(OC)c(OC)c4)n3)cc2)cc1
 : -5%	-15%	-6%	u	-1%	-12%	10%	u	19%
> O=C1Nc2ccc(Cl)cc2C(C#CC2CC2)(C(F)(F)F)O1 (stereo not given)
 : 0%&-2%	u	-14%	u	1%&-3%	-13%	u	u	0%
> N#Cc1ccc(OCC(=O)Nc2ccc3[nH]c(=O)[nH]c3c2)cc1
 : 7%	44%[activator]	-5%	12%	u	u	2%	5%	-2%
> CCC(C)n1c(SCC(=O)NC(=O)Nc2ccc3c(c2)OCCO3)nc2ccccc2c1=O (stereo not given)
 : 2%	u	u	-4%	4%	u	-8%	-9%	1%
> COc1ccc(-n2cnnc2)cc1
 : 8%	-3%	-16%	10%	-13%	-4%	-4%	10%	0%
> COc1ccc(NC(=O)CCCC2CCCCC2)c(OC)c1
 : 14%	u	-18%	9%	-3%	-3%	u	14%	-5%
> Cc1ccc(-c2cc(C(=O)N(Cc3ccccc3)Cc3ccco3)no2)cc1F
 : x	u	2%	x	x	0%	4%	x	-7%
> Cc1nc2ccccc2c(=O)n1/N=C/c1c(O)ccc2ccccc12
 : 7%	u	29%	u	2.9µM*	-12%	-26%	u	0%
> COc1cc2c(cc1OC)C(C)N(C(=O)c1ccc(C)o1)CC2 (stereo not given)
 : 26%	9%	-13%	u	u	16µM*	10%	u	u
> Cc1ccc(NC(C(N)=O)c2c(C)[nH]c(=O)[nH]c2=O)cc1 (stereo not given)
 : -11%	1%	3%	7%	-1%[9.22 µM]	-4%	-5%	11%	0%
> C[C@@H]1CN([C@H](C)CO)C(=O)CCCn2cc(nn2)CO[C@H]1CN(C)C(=O)c1cc(-c2ccccc2)on1
 : 2%	-13%	0%	-5%	x	u	25%	2%	4%
> CCOC(=O)N1CCN(c2ccc(C(C)=O)cc2F)CC1C (stereo not given)
 : 5%	40%[activator]	-24%	18%	1%	13%	u	5%	0%
> CN(CCOc1ccccc1Cl)Cc1ccccc1
 : 1%	u	-12%	0%	12%	4%	8%	11%	2%
> COc1cc(OC)cc(C(=O)N2CCCC(c3nc(-c4ccc(C)o4)no3)C2)c1 (stereo not given)
 : 13%	7%	10%	-6%	-1%	u	0%	-3%	-6%
> COc1cc(C(F)(F)F)c(C(=O)N(C)c2ccc(Cl)cc2)cn1
 : 18%	u	-11%	7%	-9%	4%	-14%[1.82 µM]	6%	-2%
> O=C(Nc1cccc(S(=O)(=O)N2CCOCC2)c1)c1c2c(nc3ccccc13)CCC2
 : -2%	-10%	-10%	4%	-2%	0%	-6%	12%	0%
> Cc1ccc(C(=O)COC(=O)c2cnccn2)cc1[N+](=O)[O-]
 : 0%	-21%	-6%	-4%	-26%	4%	-15%[9.22 µM]	-2%	14%
> Cc1cc(C)nc(N/C(=N\S(=O)(=O)Cc2ccccc2)Nc2ccc(F)c(Cl)c2)n1
 : -6%	15%	5%	4%	3%	-12%	-5%	11%	-12%
> COc1ccc(NC(=O)N(C)C[C@H]2Oc3ccc(NS(=O)(=O)c4cccs4)cc3C(=O)N([C@@H](C)CO)C[C@@H]2C)cc1
 : -1%	15%	-21%	-3%	-41%[inhibitor]	-17%	-1%	-5%	-12%
> CC(C)(CNC(=O)c1ccc(-c2cccc(C(F)(F)F)c2)o1)N1CCOCC1
 : u	u	-4%	-8%	4%	u	-16%	0%	-7%
> Cc1cc(C)c2c(=O)cc(C(=O)NCc3ccccc3)oc2c1
 : 0%	3%	8%	-4%	-6%	2%	8%	-11%	-1%
> COc1ccc(S(=O)(=O)N2CCOCC2)cc1NC(=O)COC(=O)C1CCC1
 : -17%	6%	-18%	u	-5%	2%	1%	2%	-4%
> Cc1ccnc(NC2(C(F)(F)F)N=C(c3ccccc3)NC2=O)c1 (stereo not given)
 : 0%	0%	6%	14%	-1%	8%	-15%	12%	20%
> CC(C)(C)NC(=O)CN(C(=O)CNS(=O)(=O)c1ccc(Cl)cc1)c1ccc2c(c1)OCCO2
 : 6%	-14%	5%	1%	-4%	u	5%	-8%	0%
> Cc1ccc(NC(=O)c2nc[nH]c2C(=O)NC2CCN(C(=O)OC(C)(C)C)CC2)cc1
 : -5%	-3%	8%	-2%	-1%	u	5%	1%	0%

Three of the compounds above, field by field.
CC(C)(CNC(=O)c1ccc(-c2cccc(C(F)(F)F)c2)o1)N1CCOCC1
  GLP-1R agonist: u | GLP1R inv ag: u | HEK293 tox: -4% | HT1080NT lethal: -8% | SW480 rerep: 4% | KB-V1 cytotox: u | TDP43 rescue: -16% | HT1080 IDH1KD tx: 0% | KB-3-1 tox: -7%
CC(C)(C)NC(=O)CN(C(=O)CNS(=O)(=O)c1ccc(Cl)cc1)c1ccc2c(c1)OCCO2
  GLP-1R agonist: 6% | GLP1R inv ag: -14% | HEK293 tox: 5% | HT1080NT lethal: 1% | SW480 rerep: -4% | KB-V1 cytotox: u | TDP43 rescue: 5% | HT1080 IDH1KD tx: -8% | KB-3-1 tox: 0%
Cc1ccnc(NC2(C(F)(F)F)N=C(c3ccccc3)NC2=O)c1 (stereo not given)
  GLP-1R agonist: 0% | GLP1R inv ag: 0% | HEK293 tox: 6% | HT1080NT lethal: 14% | SW480 rerep: -1% | KB-V1 cytotox: 8% | TDP43 rescue: -15% | HT1080 IDH1KD tx: 12% | KB-3-1 tox: 20%
